AMA1 RON2 block: disrupts binding of P. falciparum AMA1 to RON2; AID 720542; AlphaScreen AMA1-biotinylated RON2 peptide binding; 360,000 compounds, 0.2% hits; Potency, µM (highest dose often 58.2 µM), without a hit: top-dose activity change, negative = inhibition, hits mostly inhibitors; active means well fitted inhibition curve with a large enough effect; inconclusive means small, poorly fitted or top-dose-only effect; inactive means no such curve, though single readings can be large or run the other way;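 further: potency means the concentration at half of the fitted maximal effect; 0% = vehicle wells and -100% = peptide control; nearly all actives have a fitted effect of over 45% in size; some results filed as inactive show a strong effect at the top dose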
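AMA1 (3D7) with his tag at 25 nM final met compounds first, then biotinylated RON2 peptide at 25 nM; detection used donor plus acceptor beads, 10 µg/mL apiece, read by AlphaScreen after 30 min at room temperature.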
HCMV antiviral: inhibitors of human cytomegalovirus; HFF cells, HCMV-luciferase reporter, 72 h; stronger effect = lower value; 410,000 compounds, 4.5% hits; activity change, negative = inhibition, % at 57.5 µM; in the data active means activity change below about -60%; inconclusive means no clear call, values can overlap the other calls; inactive means above about -39%
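Steps: HFFs plated, 16 h 37C; compounds added; HCMV-luciferase added to MOI 1 PFU/cell; 72 h 37C; OneGlo reagent, 5 min room temperature; luminescence read, normalized to controls.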
Starred values were filed as active, the others as inactive; ? = inconclusive; [ ] = another dose, or the depositor's remark. Unless noted, on the % scale 0 is the no-effect control and ±100 the full control effect.

cpd	SMILES	AMA1 RON2 block	HCMV antiviral
1	Cc1ccccc1-c1cc2nc(C)c(Cl)c(=O)n2[nH]1	-3.0%	-29.8
2	COc1ccc2c3c(n(C(=O)OC(C)(C)C)c2c1)C1CC=C(COC(C)=O)CN1CC3 (stereo not given)	-22.8%	73.9
3	CCC1(NS(=O)(=O)c2ccc(N)cc2)C(=O)N(C)C(=O)N(C)C1=O	3.6%	-1.2
4	O=C(NNC(=O)c1ccc(-c2ccccc2)cc1)Nc1ccccc1	64.3%[activator]	4.4
5	Cc1ccc(S(=O)(=O)N2[C@H](c3ccc(Cl)cc3)CC(=O)[C@@H]3CN(S(=O)(=O)c4ccccc4C)[C@H](c4ccc(Cl)cc4)C[C@@H]32)cc1	-1.5%	-89.0*
6	CN1CCC(=C(c2ccccc2)c2ccc(Br)cc2)CC1	-3.7%	?
7	COc1ccc(CNC(=O)C[C@@H]2C[C@H]3c4cc(NC(=O)C5CCC5)ccc4O[C@H]3[C@@H](CO)O2)cc1	3.7%	25.3
8	CCOC(=O)[C@]12Cc3cc(C)ccc3[C@H]1N(CCC(=O)OC)C(=O)c1ccccc12	-5.4%	-109.7*
9	CC(C)(C)n1nnnc1C(c1ccccc1)N1CCN(c2ccccn2)CC1 (stereo not given)	-7.9%	-28.2
10	CNc1cncc(-c2cc(OC)c(OC)c(OC)c2)n1	-9.5%	34.6
11	CCOC(=O)C1CN(C(=O)OCC)CC1=NNC(N)=O (stereo not given)	121.3%[activator]	9.8
12	O=S(=O)(c1ccc(NC(=S)N2CCCCC2CO)cc1)N1CCOCC1 (stereo not given)	-4.6%	-33.9
13	COC(=O)[C@]12CCCCC=C1N(CCc1ccc(OC)c(OC)c1)C(=O)[C@H](CC(=O)NCc1cccs1)C2	-11.1%	35.0
14	CCc1ccc(NC(=O)CCCOc2cc(=O)n(C)c3ccccc23)cc1	-4.4%	-97.8*
15	CC(C)(CNC(=O)c1cccc(S(=O)(=O)Nc2ccc(SC(F)F)cc2)c1)N1CCOCC1	-0.3%	0.0
16	CCOC(=O)C1(C)CCN1C(=O)c1oc2ccccc2c1C (stereo not given)	-3.9%	?
17	CC(C)C[C@H]1CNC(=O)C(=O)N1C[C@@H]1CCCN1C[C@H](Cc1ccccc1)N1C[C@H](Cc2ccccc2)N(CC2CCCCC2)C(=O)C1=O	0.4%	-10.5
18	CCc1nc2ccc(C(=O)NCCC(C)C)cn2c1N(C)Cc1nccs1	44.2%[activator]	-2.5
19	Oc1ccccc1C=NNc1nc2ccccc2s1	62.4%[activator]	86.9
20	OCC(CO)c1cnnc2ccccc12	-2.3%	36.2
21	CCc1nc2c(OCC(=O)C(C)(C)C)cccn2c1N(C)C(=O)C1CC1	3.2%	-8.4
22	Cc1ccc(Sc2ncccc2C(N)=O)cc1	-3.0%	2.1
23	CCN1CCN(c2ncc(C(=O)N3CCN(c4ccccc4OC)CC3)c3ccccc23)CC1	6.4%	7.2
24	Cc1ccccc1S(=O)(=O)NC(=O)C1(C)CCN1C(=O)C(C)(C)c1ccccc1 (stereo not given)	-2.0%	0.7
25	CN1CCN(CCOCCOc2c(Cl)cc(Cl)cc2Cl)CC1	-9.5%	-39.2
26	CC(=NN=C(C)c1ccc(O)cc1)c1ccc(O)cc1	3.5%	9.3
27	OC(Cc1ccnc2ccccc12)C(Cl)(Cl)Cl (stereo not given)	-0.7%	-80.2*
28	O=C(NCc1nnnn1-c1ccc(Cl)cc1)c1ccc([N+](=O)[O-])o1	0.0%	-63.2*
29	COc1ccc(Nc2nccc3c2ncn3C)cc1	0.0%	50.3
30	O=C(NCCc1cccs1)Nc1ccc2nc([C@@H]3O[C@H](CO)[C@@H](O)[C@H]3O)[nH]c2c1	-0.7%	2.1

Structures shown so far containing an aryl thioether with sulfur outside any ring:
cpd	SMILES	AMA1 RON2 block	HCMV antiviral
15	CC(C)(CNC(=O)c1cccc(S(=O)(=O)Nc2ccc(SC(F)F)cc2)c1)N1CCOCC1	-0.3%	0.0
22	Cc1ccc(Sc2ncccc2C(N)=O)cc1	-3.0%	2.1

Later entries
cpd	SMILES	AMA1 RON2 block	HCMV antiviral
31	CCOC(=O)C(=O)N(C)c1c(CC)nc2c(OCc3cccc(OC)c3)cccn12	6.7%	2.2
32	CC(=O)c1sc(Nc2cccc3ccccc23)nc1C	-3.0%	117.0
33	CC1=C(C(=O)N(C(C)C)C(C)C)CC(CC(=O)NC2CCCC2)C(=O)N1Cc1ccc(C(C)(C)C)cc1 (stereo not given)	0.0%	-0.2
34	CCCCCC(=O)N1C[C@H](O)[C@@H](n2cc(COC(=O)c3ccccc3)nn2)C[C@@H]1c1ccc(Cl)cc1	-6.3%	13.7
35	CCCCCCCCN1C(=O)[C@H](CC(=O)NCCc2ccccc2OC)C[C@@]2(C(=O)OC)CCCCC=C12	-5.2%	73.2
36	COc1ccc(-c2csc(C(NC(C)=O)c3ccccc3)n2)cc1 (stereo not given)	10.2%	25.0
37	Cc1ccc(S(=O)(=O)N2C[C@H]3[C@H]4C(=O)N(c5ccccc5)C(=O)[C@H]4C[C@H](OC(=O)NCc4ccccc4)[C@@]3(O)C2)cc1	2.7%	18.8
38	Oc1ccc(C[C@H]2CN([C@@H](Cc3ccc(O)cc3)CN3CCC[C@@H]3CN3C(=S)NC[C@@H]3Cc3ccccc3)C(=S)N2CCc2ccccc2)cc1	0.0%	-15.1
39	COc1ccc(S(=O)(=O)NC(=O)C2(C)CCN2C(=O)Cc2ccc(C(C)(C)C)cc2)cc1 (stereo not given)	-8.8%	-23.0
40	COc1ccc(C)cc1-n1c(SCC(=O)N2CCOCC2)nc2ccccc2c1=O	-9.6%	?
41	Cc1nn(C)c2c1NC(=O)CS2	-4.8%	-27.3
42	N#CC(OC(=O)c1ccccc1)c1cccc([N+](=O)[O-])c1 (stereo not given)	-4.4%	-21.9
43	CCN(CC)c1ncnc2c1ncn2[C@H]1CN(Cc2ccco2)C[C@@H](CO)O1	1.6%	74.0
44	O=C(Nc1nnc([C@H]2C[C@H](O)[C@@H](CO)O2)s1)Nc1ccccc1C(F)(F)F	25.9%	-3.2
45	CC1Cc2[nH][nH]c(=O)c2C(C2CCCC2)O1 (stereo not given)	46.3%[activator]	-7.8
46	CCN(CC)C(=O)c1ncn2c1c(=O)[nH]c1ccccc12	-2.2%	7.3
47	Cc1nc(Nc2ccccc2C)c2cnn(C)c2n1	12.2%	-24.1
48	CC(=O)c1ccc(Nc2ncnc3ccc(Br)cc23)cc1	0.2%	?
49	CC(=Nc1ccccc1)C1=C(O)C(Cc2ccc(F)cc2)NC1=O (stereo not given)	-6.9%	-10.1
50	O=C(Nc1ccccc1)C1=C(Nc2ccccc2)CSC1	-5.4%	-33.0
51	CC1(C(=O)NS(=O)(=O)c2ccc(C#N)cc2)CCN1C(=O)Cc1ccc(Cl)cc1Cl (stereo not given)	10.6%	-26.3
52	C=CCOc1ccc2c3c(c(=O)oc2c1)CCCC3	11.0%	-31.9
53	CCNC(=O)C1CCCN(C(=O)c2ccco2)CC1 (stereo not given)	6.9%	-3.4
54	CC(C)C(=NO)c1ccccc1	12.9%	-18.1
55	Cc1cccc(C(=O)N[C@@H]2c3ccccc3C[C@@H]2O)n1	-4.2%	5.2
56	COCCNC(=O)C1CCCN(C(=O)c2ccnc(Cl)c2)CC1 (stereo not given)	-1.1%	-68.5*
57	Cc1ccc2c(c1)S(=O)(=O)c1ccc3ccccc3c1N2	27.3%	7.6
58	CCc1ccc(C(O)c2ncc(-c3cccc4ccccc34)[nH]2)cc1 (stereo not given)	-1.8%	3.2
59	COc1ccc(CCN2CC(C(=O)OCC(=O)NCc3ccccc3Cl)CC2=O)cc1OC (stereo not given)	-5.4%	16.6
60	CC(C)c1cn(CC[C@@H]2CC[C@@H](NC(=O)C3CCCCC3)[C@@H](CO)O2)nn1	9.1%	-24.4

Ordered by length of the SMILES (rising): some entries from above.
cpd	SMILES	AMA1 RON2 block	HCMV antiviral
47	Cc1nc(Nc2ccccc2C)c2cnn(C)c2n1	12.2%	-24.1
32	CC(=O)c1sc(Nc2cccc3ccccc23)nc1C	-3.0%	117.0
46	CCN(CC)C(=O)c1ncn2c1c(=O)[nH]c1ccccc12	-2.2%	7.3
58	CCc1ccc(C(O)c2ncc(-c3cccc4ccccc34)[nH]2)cc1 (stereo not given)	-1.8%	3.2
38	Oc1ccc(C[C@H]2CN([C@@H](Cc3ccc(O)cc3)CN3CCC[C@@H]3CN3C(=S)NC[C@@H]3Cc3ccccc3)C(=S)N2CCc2ccccc2)cc1	0.0%	-15.1

Next part
cpd	SMILES	AMA1 RON2 block	HCMV antiviral
61	O=C(CCN1CCC2CCC(C2)C1)c1ccc(F)cc1 (stereo not given)	13.7%	-25.6
62	O=C(CSc1ccc2nnc(-c3cccs3)n2n1)N1CCOCC1	-10.2%	9.4
63	O=C(CCc1ccccc1Cl)Nc1cc(S(=O)(=O)N2CCOCC2)ccc1N1CCCC1	40.4%[activator]	-19.3
64	C#CCOCCOCCOCCNc1nc(N2CCOCC2)nc(N2CCN(C(=O)[C@H](CCCCN)n3cc(CCCC)nn3)CC2)n1	2.7%	-6.6
65	COc1cccc(CNC[C@H]2O[C@@H](n3cnc(C(N)=O)n3)[C@H](O)[C@@H]2O)c1OCc1ccc(F)cc1Cl	-1.1%	-9.8
66	CCc1cc(C(=O)OCC(=O)NCCc2ccccc2)sc1C	0.0%	-85.4*
67	CC1(C(=O)Nc2cccc3ccccc23)CCN1C(=O)C1(c2ccccc2)CCCC1 (stereo not given)	-3.7%	-13.6
68	CN(C)c1ccc(C=C2SC(=S)NC2=O)cc1	-15.1%	32.6
69	Cc1ccc(S(=O)(=O)N(C)C[C@H]2OCCCC[C@@H](C)Oc3ccc(NC(=O)Cc4ccccc4)cc3C(=O)N([C@H](C)CO)C[C@@H]2C)cc1	-1.2%	5.4
70	CCOC(=O)N(C)c1c(CC)nc2c(OCc3ccc(C(F)(F)F)cc3)cccn12	9.2%	-2.2
71	Cc1cc(/C=C(\C#N)C(=O)NCc2ccccc2)c(C)[nH]1	-6.6%	33.4
72	C[C@H]1CN([C@@H](C)CO)C(=O)CCCn2nncc2CO[C@@H]1CN(C)S(=O)(=O)c1ccc(-n2cccn2)cc1	-6.1%	1.5
73	O=C(COC(=O)/C=C/c1ccco1)NCCN1C(=O)CSC1=O	0.0%	-23.6
74	CC(C)CCN1CCC[C@]2(N[C@H](c3ccccc3)[C@@H]3C(=O)N(Cc4ccccc4)C(=O)[C@@H]32)C1=O	-5.4%	-8.5
75	COc1cc(OC)nc(Nc2nc(C(N)COCc3ccccc3)cs2)n1 (stereo not given)	34.2%[activator]	-11.1
76	CCN(CC)CCNC(Cc1ccccc1)c1cccc(OC)c1 (stereo not given)	11.5%	22.4
77	CCN1C(c2ccccc2)=C(c2ccccc2)S/C1=C\C=C1/SC(=S)N(C)C1=O	-4.4%	?
78	C=C(C)CSC1=C(C#N)C(c2ccccc2)CC(=O)N1 (stereo not given)	-3.9%	?
79	Cc1ccc(CN2C(=O)CSCC2(C)C(=O)NCc2ccccc2)cc1 (stereo not given)	0.4%	77.3
80	CC1(Cc2ccccc2F)C(=O)Nc2c(Cl)ccc(Cl)c21 (stereo not given)	9.0%	-25.6
81	CCc1nc2c(OCCC3CCCCC3)cccn2c1N(C)C(=O)c1ccc(C)cc1	-22.6%	79.9
82	CSCCC(NC(=O)COc1ccccc1)C(=O)N1CCN(c2cccc(C(F)(F)F)c2)CC1 (stereo not given)	-18.3%	-17.2
83	COC(=O)[C@@]12C[C@@H](CC(=O)NCCc3ccccc3OC)C(=O)N(Cc3ccco3)C1=CCC(C)(C)C2	-17.4%	0.0

Exported with each value named: part of the list above.
76	CCN(CC)CCNC(Cc1ccccc1)c1cccc(OC)c1 (stereo not given)
  AMA1 RON2 block = 11.5%; HCMV antiviral = 22.4

77	CCN1C(c2ccccc2)=C(c2ccccc2)S/C1=C\C=C1/SC(=S)N(C)C1=O
  AMA1 RON2 block = -4.4%; HCMV antiviral = ?

78	C=C(C)CSC1=C(C#N)C(c2ccccc2)CC(=O)N1 (stereo not given)
  AMA1 RON2 block = -3.9%; HCMV antiviral = ?

79	Cc1ccc(CN2C(=O)CSCC2(C)C(=O)NCc2ccccc2)cc1 (stereo not given)
  AMA1 RON2 block = 0.4%; HCMV antiviral = 77.3

These rows are one share of the data; count on the stated rates, not on these rows.
